GAA glycogen = GAA glycogen-cleavage inhibition or activation; AID 2100; Potency, µM (series often up to 76.4 µM), without a hit: at the top dose activity change, negative = inhibition, most hits filed as inhibitors; recombinant GAA, glycogen substrate, Amplex Red glucose oxidase fluorescence; hit rate 0.38% among 300,000; active = well fitted inhibition curve with a large enough effect;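 note: 0% = full enzyme reaction and -100% = no-enzyme basal signal; the screen sought inhibitors and activators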
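Recombinant human alpha-glucosidase (4 nM final) hydrolysed bovine liver glycogen (30 ug) for 40 min at 37 C in pH 5.0 citrate/phosphate with 0.01% Tween-20. Released glucose detected by glucose oxidase/Amplex Red, Ex 573/Em 610 nm. Compounds up to 77 uM; AC50 from Hill fits.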
Starred values were filed as active, the others as inactive; [ ] = remark or other dose. Potency is the fitted concentration of half-maximal effect. An excerpt. The share of hits here may be higher or lower than overall.

Compound,GAA glycogen
CCC(c1nnc(SCC(=O)Nc2cc(S(C)(=O)=O)ccc2Cl)n1Cc1ccccc1)N(C)C (stereo not drawn),-1.2%[76.3 µM]
O=C(CCc1nnc2ccc(NCc3ccco3)nn12)Nc1ccc(F)cc1,-0.2%[76.3 µM]
COc1ccc(N(C)S(=O)(=O)c2ccc3c(c2)CCN3C(=O)C2CC2)c(OC)c1,-13.2%[76.3 µM]
COc1ccc(CN2CCN(Cc3cccc(Oc4ccccc4)c3)CC2)c(OC)c1OC,-2.9%
O=C(NCc1ccc2c(c1)OCO2)Nc1ccc(F)cc1,0.4%[76.3 µM]
Cc1cccc(N2CCN(C(=O)NC3CCCCC3)CC2)c1C,9.1%[76.3 µM]
CC(NC(=O)c1ccccc1Cl)C1CC2CCC1C2 (stereo not drawn),-6.0%[76.3 µM]
Cc1oc(-c2ccc(Cl)cc2)nc1CN1CCCC(C(=O)N2CCOCC2)C1 (stereo not drawn),4.1%[76.3 µM]
N#Cc1ccc2c(c1)C[C@]1(CCCCN3C(=O)c4ccccc4C3=O)Oc3cc(-c4ccccc4)oc(=O)c3[C@H]2O1,8.2%[15.3 µM]
CC(C)n1cc(CN2CCN(C)C(CCO)C2)c2ccccc21 (stereo not drawn),-8.7%[76.3 µM]
CN(CCC1CCOCC1)C(=O)CC1C(=O)NCCN1Cc1ccccc1F (stereo not drawn),-9.0%[76.3 µM]
c1ccc(Nc2ncnc3sccc23)cc1,-1.9%[76.3 µM]
CCC1CCCCN1CCCNC(=O)CCC(=O)N1CC(C)Oc2ccccc21 (stereo not drawn),-8.4%[76.3 µM]
CC(C)C(C(=O)N1CCN(Cc2ccccc2)CC1)c1ccccc1 (stereo not drawn),-0.8%
COc1ccc(S(=O)(=O)N2c3ccccc3NC(=O)CC2C)cc1 (stereo not drawn),-0.7%[76.3 µM]
CCC(=O)Nc1ccc(C(=O)OCC(=O)c2cccs2)cc1,5.9%
Cc1ccccc1N(Cc1cc(=O)[nH]c2ccccc12)C(=O)CCl,5.2%
O=C(NC(Cc1ccccc1)C(=O)O)/C(=C\c1ccccc1)NC(=O)c1ccco1 (stereo not drawn),4.2%
O=C(Cc1ccsc1)NNC(=O)c1cccc(Cl)c1,-3.1%[76.3 µM]
Cc1cc(C)nc(OC(C(=O)O)C(OCCc2ccccc2)(c2ccc(F)cc2)c2ccc(F)cc2)n1 (stereo not drawn),3.2%[76.3 µM]
O=C(CCc1nnc2ccc(NCc3ccco3)nn12)Nc1ccc(F)cc1F,-8.4%[76.3 µM]
COc1ccc(-c2nc(CS(=O)(=O)CC(=O)Nc3cccc(C(C)=O)c3)c(C)o2)cc1,-14.2%[76.3 µM]
O=C(Nc1ccccc1)c1ccc(-c2ccc([N+](=O)[O-])cc2)o1,1.1%
CCCCc1ccc(NC(=O)NCc2ccccn2)cc1,0.2%[76.3 µM]
CS(=O)(=O)c1ccc(Cl)c(NC(=O)CCNC(=O)c2ccco2)c1,-2.1%[76.3 µM]
CC(C)NC(=O)NC(=O)COC(=O)c1cc(S(=O)(=O)N2CCCCC2)ccc1N1CCOCC1,-8.6%[76.3 µM]
COc1ccc(NC(=O)CS(=O)c2cccc(C(F)(F)F)c2)cc1 (stereo not drawn),8.8%[76.3 µM]
COCCCn1c(=O)c2sccc2n(Cc2cccc(F)c2)c1=O,-3.8%[76.3 µM]
O=C1C(Cl)=C(NCc2cccnc2)C(=O)c2ccccc21,-5.8%
NC(N)=Nc1nc(-c2ccccc2)c2cc(Cl)ccc2n1,-3.2%[76.3 µM]
COc1cccc(N2C(=O)Nc3ccc(Br)cc3C2(O)C(=O)NCCCN(C)C)c1 (stereo not drawn),1.9%
COc1ccc(/C=C\C(=O)NCC(=O)N/N=C/c2cccc(OC)c2O)cc1,-3.9%[76.3 µM]
CC(=O)Nc1ccc(S(=O)(=O)N2CCC(C(=O)O)(c3ccccc3)CC2)cc1,5.9%[76.3 µM]
Cc1ccnc(NS(=O)(=O)c2ccc(NS(=O)(=O)c3ccc([N+](=O)[O-])cc3)cc2)n1,-6.6%
COc1ccc2[nH]cc(CCNC(=O)CS(=O)(=O)Cc3ccccc3)c2c1,-1.8%[76.3 µM]
Cc1cnc(C(=O)Nc2ccc(S(=O)(=O)N(C(C)C)C(C)C)cc2)cn1,-3.7%[76.3 µM]
Cc1ccc(S(=O)(=O)Nc2c(NC3CCCCC3)c3ccccc3oc2=O)cc1C,-14.7%[76.3 µM]
CC1CN(CC(=O)NCc2ccc(F)cc2)CC(C)O1 (stereo not drawn),-9.2%
CCCCCOc1ccc(C(=O)CCN2CCOCC2)cc1,-8.0%[76.3 µM]
Cc1cc(N2Cc3ccccc3C2)ccc1C=O,-1.2%[76.3 µM]
Nc1nonc1-n1nnc(C(=O)N/N=C\c2ccncc2)c1CN1CCCCC1,-0.1%
Cc1cc(=O)oc2cc(NC(=O)c3ccnn3C)ccc12,-18.8%[76.3 µM]
O=C(CN(C(=O)Cn1nnc(-c2ccc(F)cc2)n1)c1cccc(F)c1)NC1CCCC1,2.3%
Cc1nn(CC(=O)NCCCN2CCCCC2)c(=O)c2cccn12,2.7%[76.3 µM]
Cc1c(Cc2ccccc2)c(=O)oc2cc(OCC(=O)NCC(O)c3ccccc3)ccc12 (stereo not drawn),-2.4%[76.3 µM]
O=C(NCc1ccccc1)N1CCOc2ccccc21,-9.8%
Cc1cc(NC(=O)CSc2nnc(CNC(=O)c3c(F)cccc3F)o2)no1,-12.9%[76.3 µM]
CC(=O)c1c(C)[nH]c(C(=O)N(C)CC(=O)Nc2ccc(Cl)c(C(F)(F)F)c2)c1C,-11.9%[76.3 µM]
CCc1cc2c3c(c(=O)oc2cc1OCC(=O)OC)CCCC3,-12.6%[15.3 µM]
CCC(=O)Nc1ccc(NC(=O)CCc2ccccc2)cn1,18.8%[76.3 µM]
CC12CCC(=O)N1C(C(=O)NCCc1ccc(S(N)(=O)=O)cc1)CS2 (stereo not drawn),5.2%[76.3 µM]
CCOc1ccc(NC(=O)C2CC(=O)N(c3ccccc3F)C2)cc1 (stereo not drawn),-7.9%
CCOC(=O)c1ccc(-n2cc(C(=O)c3cccnc3)nn2)cc1,-3.4%
Cc1ccccc1S(=O)(=O)NCC1CCCO1 (stereo not drawn),0.8%[76.3 µM]
O=C(c1ccoc1)N1CCCC(N2CCN(c3cccc(Cl)c3)CC2)C1 (stereo not drawn),-1.0%[76.3 µM]
CCOC(=O)c1ccccc1NC(=O)CSc1nnc(C)c(=O)[nH]1,-3.0%
COCCCN(C(=O)c1ccco1)c1nc(-c2ccc(OC)cc2)cs1,2.9%[76.3 µM]
CN(C)CCCNS(=O)(=O)c1ccc(N2CCN(Cc3ccc4c(c3)OCO4)CC2)c([N+](=O)[O-])c1,0.3%
CCOC(=O)C1CCN(S(=O)(=O)c2ccc3c4c2CC(=O)N4CC(C)S3)CC1 (stereo not drawn),0.2%[76.3 µM]
COc1ccc2oc(=O)c(C(=O)N3CCN(C(=O)c4ccccc4)CC3)cc2c1,5.4%

(listing goes on)
Compound,GAA glycogen
CCOc1ccc(S(=O)(=O)N2CCC(C(=O)NCc3ccco3)CC2)cc1C,-21.5%[76.3 µM]
CC(=O)Nc1ccc(S(=O)(=O)N2CCC(NC(=O)C(Cc3cccc(F)c3)NC(C)=O)CC2)cc1 (stereo not drawn),0.7%
CCOc1ccc(C(=O)OC(C)CN2CCN(C)CC2)cc1 (stereo not drawn),-0.3%
CCn1c(SCc2ccc(C(=O)O)cc2)nnc1-c1ccc(Cl)cc1,-2.1%[76.3 µM]
CCC(C)C(NC(=O)C1CCC(C)CC1)C(=O)NCc1ccco1 (stereo not drawn),0.2%
COc1cccc(N2CCN(C(=O)Cn3c(=O)oc4ccccc43)CC2)c1,-14.9%
CCCCc1nc2cc(C(=O)NCc3cc(C)n(C)n3)ccc2o1,-9.2%[76.3 µM]
CCC(Oc1ccccc1)C(=O)Nc1nnc(S(=O)(=O)N2CCCCC2)s1 (stereo not drawn),-7.4%[76.3 µM]
COc1ccccc1CN1CC(C(=O)NCc2cnn(C)c2)CCC1=O (stereo not drawn),-2.1%[76.3 µM]
CCCCCC1CC(COc2ccccc2)OC1=O (stereo not drawn),3.4%
Cn1c(C(=O)N[C@@H](Cc2ccccc2)C(=O)O)cc2cc(F)ccc21,-3.4%
O=C(CSc1n[nH]c(-c2ccccc2)n1)N1CCCC1,-1.5%
CC(NS(=O)(=O)c1ccc(Br)cc1)c1ccccc1 (stereo not drawn),1.6%[76.3 µM]
O=C(NCCCN1CCCC1=O)C(=O)NCC1OCCCN1S(=O)(=O)c1cc(F)ccc1F (stereo not drawn),2.6%[76.3 µM]
O=C(NNC(=O)c1ccccc1OCc1ccccc1)c1ccccc1F,1.3%
Cc1cc(C)n(CCN(C)C(=O)C2CCC(=O)N(CCN3CCOCC3)C2)n1 (stereo not drawn),-1.0%[76.3 µM]
Oc1c(Cl)cc(Cl)cc1/C=N/c1ncn[nH]1,6.1%
COC(=O)CCCNC(=O)c1ccc2nc(Cc3ccc(OC)cc3)oc2c1,-16.1%[76.3 µM]
CCC(CC)COC(=O)C1=C(C)NC(=O)NC1c1ccccc1Br (stereo not drawn),-6.4%[76.3 µM]
C/C(=N/NC(=O)c1ccc(Cl)cc1Cl)c1cccnc1,9.1%
COC(=O)c1cccc(NC(=O)CC2C(=O)NCCN2C(=O)Nc2cc(C)cc(C)c2)c1 (stereo not drawn),-0.3%[76.3 µM]
Cc1oc2c(c(C)cc3oc(=O)c(CC(=O)N[C@@H](C)C(=O)O)c(C)c32)c1C,3.0%
COCCn1c(SCC(=O)NC2CCCC2)nnc1-c1ccco1,-1.2%
Cc1ccc(S(=O)(=O)n2nc(OC(=O)c3ccccc3F)cc2N)cc1,-5.0%

Reprinted from the entries so far for reference:
Compound,GAA glycogen
CC(NS(=O)(=O)c1ccc(Br)cc1)c1ccccc1 (stereo not drawn),1.6%[76.3 µM]
O=C(NCCCN1CCCC1=O)C(=O)NCC1OCCCN1S(=O)(=O)c1cc(F)ccc1F (stereo not drawn),2.6%[76.3 µM]

Some of these compounds in order of length of the SMILES, low to high.
Compound,GAA glycogen
CC(NS(=O)(=O)c1ccc(Br)cc1)c1ccccc1 (stereo not drawn),1.6%[76.3 µM]
C/C(=N/NC(=O)c1ccc(Cl)cc1Cl)c1cccnc1,9.1%
O=C(NNC(=O)c1ccccc1OCc1ccccc1)c1ccccc1F,1.3%
CCC(CC)COC(=O)C1=C(C)NC(=O)NC1c1ccccc1Br (stereo not drawn),-6.4%[76.3 µM]
COC(=O)CCCNC(=O)c1ccc2nc(Cc3ccc(OC)cc3)oc2c1,-16.1%[76.3 µM]
Cc1cc(C)n(CCN(C)C(=O)C2CCC(=O)N(CCN3CCOCC3)C2)n1 (stereo not drawn),-1.0%[76.3 µM]

Continuation.
Compound,GAA glycogen
Cc1cccc2c1cnn2C(=O)Nc1ccccc1Cl,-4.5%
Cc1ccc(N2CC(C(=O)N3CCCCC3)CC2=O)cc1C (stereo not drawn),-4.7%[76.3 µM]
COc1ccccc1C(=O)NCCOc1ccc(C)c(C)c1,0.8%[76.3 µM]
CCOC(=O)C1CCN(c2ccc([N+](=O)[O-])cc2S(=O)(=O)N2CCOCC2)CC1,2.3%
COc1ccc(/C=C(\NC(=O)c2cccs2)C(=O)NC(C)(C)C)cc1OC,3.9%
COc1ccc(C(=O)NC(C)c2ccc(-n3ccnc3)cc2)cc1[N+](=O)[O-] (stereo not drawn),-2.8%[76.3 µM]
COc1ccc(-c2cc(C(=O)N3CCCC3)no2)cc1OC,-6.2%
CCN1C(=O)CC(c2ccc(OC(C)C)cc2)C1=O (stereo not drawn),3.0%
COc1ccc(-n2nc(C(=O)NCC(=O)NC3CCCCCC3)c3ccccc3c2=O)cc1OC,-2.6%
COc1ccc(-c2noc(N3CCC(C(=O)NCCCN4CCC(C)CC4)CC3)n2)cc1,5.8%[76.3 µM]
Cc1ccc(C(=O)Nc2ccc(C(=O)N/N=C/c3cccnc3)cc2)cc1,0.9%
COc1cc(C(=O)NC2CCCc3c2cnn3-c2ccccc2F)cc(OC)c1OC (stereo not drawn),-1.8%[76.3 µM]
CCOc1ccc(C(=O)NC(=S)NCCCN2CCOCC2)cc1,-3.8%[76.3 µM]
CCN(C(=O)Cc1c(C(=O)O)n(CC)c2ccccc12)c1ccccc1C,-0.1%
COc1ccc(N(CC(=O)NC2CCCC2)C(=O)CCC(=O)Nc2cc(C)on2)cc1,-7.0%
CC(=O)c1ccc(OCC(O)CN2CCN(S(=O)(=O)c3cccc(Br)c3)CC2)cc1 (stereo not drawn),5.2%
CCC(C)Nc1nc(N)c([N+](=O)[O-])c(N2CCCCCC2)n1 (stereo not drawn),-0.9%
COc1ccc(N(CC(=O)Nc2cccnc2)S(=O)(=O)c2ccccc2)cc1OC,-13.2%[76.3 µM]
Cc1cc(C)c(C)c(OCC(O)CN2CCN(c3ccccn3)CC2)c1 (stereo not drawn),-1.6%[76.3 µM]
CC(=O)Oc1ccc2c(=O)oc(-c3ccccc3)nc2c1,-4.5%[76.3 µM]
CN(CC1COCCO1)C(=O)c1cc(COc2c(F)cccc2F)on1 (stereo not drawn),-0.4%[76.3 µM]
O=S(=O)(Nc1nc2ccccc2nc1Cl)c1ccccc1C(F)(F)F,1.8%[76.3 µM]
